UTI89 phage lysis: protection from phage-mediated lysis, alamar blue read-out – E. coli UTI89, K1F phage, bacterial capsule biogenesis inhibitors (AID 488966); E. coli UTI89 K1F phage lysis, alamar blue, 2 h; higher % means a stronger effect; inhibition, % at 100 µM, or IC50 in µM where a hit was titrated; hit rate 0.02% among 340,000;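 active = phage lysis inhibition, versus mean bacterial control, above a set limit; inconclusive = no clear call, values can overlap the other calls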;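 note: capsule biogenesis inhibitors block K1F phage lysis so surviving cells raise fluorescence; higher fluorescence means more inhibition of phage lysis; actives were called in the ten point dose series up to 300 µM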
NTR1 ag: agonists of NTR1, primary screen, imaging, U2OS cells, beta-arrestin-GFP, high content (AID 493036) | P30989 | NTR1-U2OS beta-arrestin-GFP spot imaging, agonist mode | activation, % at 20 µM | hit rate 0.17% among 330,000;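 active = activation at or above 40% of the spot to cytoplasm intensity ratio, with at least 20 cells analyzed; inconclusive = wells under 20 cells, flagged as cytotoxic or low count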;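 note: 0% = DMSO without peptide and 100% = 100 nM NTR1 peptide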
Target sequence (P30989 whole entry, looked up): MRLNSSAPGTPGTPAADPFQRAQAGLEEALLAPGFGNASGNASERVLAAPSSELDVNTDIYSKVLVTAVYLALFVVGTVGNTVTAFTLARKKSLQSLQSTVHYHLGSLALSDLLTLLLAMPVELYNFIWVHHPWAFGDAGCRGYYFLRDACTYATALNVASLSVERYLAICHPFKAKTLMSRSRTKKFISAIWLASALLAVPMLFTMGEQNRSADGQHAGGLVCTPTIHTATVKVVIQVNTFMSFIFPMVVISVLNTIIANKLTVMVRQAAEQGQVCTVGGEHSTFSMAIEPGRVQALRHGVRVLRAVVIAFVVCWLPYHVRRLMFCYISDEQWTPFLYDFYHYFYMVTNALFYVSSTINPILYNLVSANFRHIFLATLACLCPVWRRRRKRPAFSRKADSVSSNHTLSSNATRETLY
West Nile virus CPE: inhibition of WNV-induced cytopathic effect – cell-based, CPE readout (AID 1621). CPE inhibition, % at 10 µM; hits with a dose series show IC50 in µM. hit rate 0.02% among 290,000. West Nile virus-infected cells, CPE inhibition; higher % means a stronger effect; in the data active = a potency from the dose series; inconclusive = CPE inhibition mostly from about 3.7% at the one dose, without a potency; inactive = the rest, 99 in 100 with CPE inhibition below about 2.2%; note: strong numbers were not always called active
Dengue-2 NS5 capping: flavivirus cap methylation enzyme inhibition – biochemical, confirmation dose response, primary screen (AID 588689). Dengue-2 NS5 methyltransferase capping enzyme assay, biochemical; higher % means a stronger effect. inhibition, % at 25 µM; hits with a dose series show IC50 in µM. hit rate 0.3% among 340,000; in the data active = a potency from the dose series; inconclusive = inhibition above about 29% without an active follow-up result
Large T inhibition: SV40 large T antigen inhibitors, biochemical (AID 1903); SV40 large T antigen ATPase/helicase inhibition assay; higher % means a stronger effect; inhibition, % at 20 µM, or IC50 in µM where a hit was titrated; hit rate 0.39% among 310,000; in the data active = a potency from the dose series; inconclusive = inhibition mostly from about 32% at the one dose, without a potency; inactive = the rest, 99 in 100 with inhibition below about 32%; note: strong numbers were not always called active
T cell modulator: T cell immune modulators affecting CD8 T cell-vesicle binding; calls only at 7 µM; 2C CD8+ T cell-vesicle binding, flow cytometry; hits give low values; AID 2052; hit rate 0.068% among 330,000;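 active = response, share of CD8 T cells binding vesicles, and their 90th percentile fluorescence all below set limits, cut at about 80% in these data, passing the limit was not always enough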
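Benchmarks: naked versus QL9-loaded vesicles / Assay system: purified 2C TCR transgenic mouse naive CD8+ T cells / Technique: high-throughput flow cytometry with anti-B7-1 and anti-CD8 staining / Timing: Cell–vesicle co-incubation 1.5 h at 37 °C, staining 20 min on ice / Read-out: percent CD8+ FL2 mean versus row control / Probe or stimulus: QL9-loaded Drosophila micro-vesicles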
PhoP inhibition: PhoP-dependent GFP reporter repression – Salmonella Typhimurium, primary screen (AID 1863). S. Typhimurium PhoP-regulated promoter GFP reporter, 4 h; higher % means a stronger effect. inhibition, % at 50 µM; hits with a dose series show IC50 in µM. hit rate 0.16% among 300,000;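 active = inhibition over 29.93%, a cutoff 3 SD above the screen mean, later confirmed by dose response; inconclusive = inhibition over 29.93% but no dose response follow-up; inactive = inhibition at most 29.93% or unconfirmed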;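 note: 0% = low Mg2+ inducing control and 100% = high Mg2+ repressing control; strong numbers were not always called active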
RSV antiviral HEp-2: inhibition of RSV-induced cytopathic effect – HEp-2 cells, primary 10 µM value included (AID 2391); hit rate 0.13% among 310,000; HEp-2 cells, RSV-induced CPE inhibition; higher % means a stronger effect; CPE inhibition, % at 10 µM; hits with a dose series show IC50 in µM; in the data active = a potency from the dose series; inconclusive = CPE inhibition mostly from about 23% at the one dose, without a potency; inactive = the rest, 99 in 100 with CPE inhibition below about 21%; note: strong numbers were not always called active
Rac1 GTP hydrolysis: MgcRacGAP GTPase-activating activity inhibitors, confirmation, biochemical, ADP Hunter fluorescence | AID 624330 | hit rate 0.6% among 340,000 | one-dose inhibition, % at 30 µM; IC50 in µM for titrated hits | MgcRacGAP-stimulated Rac1 GTP hydrolysis, ADP Hunter fluorescence; higher % means a stronger effect; GST-tagged Rac1 F28L mutant substrate;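 active = first-screen hits whose inhibition reached a set limit at any dose in the follow-up dose series; inconclusive = inhibition above the set first-screen limit but never retested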;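 note: fluorescence reports GDP produced by GAP-driven GTP hydrolysis; strong numbers were not always called active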
T cell modulator vesicle-bound %: second read-out of T cell modulator, no call of its own (marks repeat the call); double positive events, %; measured here: CD8+ vesicle-bound cell fraction;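 binding gate set so that unloaded-vesicle control wells show 10% double positive cells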
NTR1 ag cell count 20 µM: recorded beside NTR1 ag, whose call it bears; cell count; measured here: cell count, cytotoxicity flag
Numbers without * were called inactive; i = inactive; u = inconclusive; x = no result given; [ ] = dose if it differs, or a comment.

Sample of the layout:
SMILES	UTI89 phage lysis	NTR1 ag	NTR1 ag cell count 20 µM	West Nile virus CPE	Dengue-2 NS5 capping	Large T inhibition	T cell modulator	T cell modulator vesicle-bound %	PhoP inhibition	RSV antiviral HEp-2	Rac1 GTP hydrolysis
CN1Cc2c(N3CCOCC3)nc3sc(C(=O)c4ccc(Br)cc4)c(N)c3c2CC1(C)C	x	8.0	34	-0.5%	x	0%	i	29	1%	-2.2%	x
CC1COc2ccccc2N1C(=O)c1ccc(Cl)nc1 (stereo not given)	1.0%	5.6	34	-0.6%	-10%	-3%	i	31	-7%	1.6%	5%

Results (from the top)
SMILES	UTI89 phage lysis	NTR1 ag	NTR1 ag cell count 20 µM	West Nile virus CPE	Dengue-2 NS5 capping	Large T inhibition	T cell modulator	T cell modulator vesicle-bound %	PhoP inhibition	RSV antiviral HEp-2	Rac1 GTP hydrolysis
CN1Cc2c(N3CCOCC3)nc3sc(C(=O)c4ccc(Br)cc4)c(N)c3c2CC1(C)C	x	8.0	34	-0.5%	x	0%	i	29	1%	-2.2%	x
CC1COc2ccccc2N1C(=O)c1ccc(Cl)nc1 (stereo not given)	1.0%	5.6	34	-0.6%	-10%	-3%	i	31	-7%	1.6%	5%
C/C(N)=C(/C#N)C(=O)COc1ncnc2ccc(Br)cc12	0.4%	-2.7	63	-0.6%	-4%	11%	i	25	-3%	1.1µM*	3%
COCc1cc(=O)[nH]c(/N=C(\N)Nc2cccc(Cl)c2)n1	x	1.2	39	-0.6%	x	10%	i	21	-5%	0.5%	x
CCc1ccccc1NC(=O)CN(C)C(=O)c1cc(C2CC2)nn1-c1ccccc1	0.0%[50 µM]	-0.2	48	x	6%	x	i	24	x	0.5%	-1%
CSc1nc(NCC(C)C)nc(N2CCOCC2)n1	0.1%	0.4	58	-1.1%	-4%	1%	i	24	-5%	1.6%	9%
Cc1ccc(C(=O)Nc2cccnc2)cc1S(=O)(=O)N1CCCCCC1	1.4%[50 µM]	1.8	52	-0.4%	1%	8%	i	6	8%	12%	-3%
O=S(=O)(O)c1ccc(N2N=C(c3ccccc3)CC2c2ccccc2)cc1 (stereo not given)	-0.4%	-1.4	82	-0.3%	25%	15%	i	63	7%	0.7%	5%
CCOC(=O)C1CCCN(C(=O)C2CCN(S(=O)(=O)c3ccc4ccccc4c3)CC2)C1 (stereo not given)	0.0%	-0.3	72	-0.6%	3%	17%	i	17	6%	u	12%
Cc1ccc(-n2nc3c(=O)n(CCCC(=O)N4CCC(C(N)=O)CC4)nc(C)c3c2C)cc1	0.1%	1.4	50	0.0%	-5%	8%	i	19	11%	0.4%	12%
Cc1ccc(S(=O)(=O)N2CCN(CC(=O)Nc3ccccc3Cl)CC2)cc1	1.0%[50 µM]	2.4	66	x	-4%	x	i	41	x	1.5%	-3%
CC(C)C(NC(=O)C1CCCCC1)C(=O)NCc1ccccn1 (stereo not given)	0.1%	0.0	52	0.2%	-5%	20%	i	40	-3%	1.3%	10%
COc1ccc2[nH]c(=O)c(C(c3nnnn3CC3CCCO3)N3CCc4ccccc4C3)cc2c1 (stereo not given)	-0.3%	-0.4	100	1.5%	-5%	0%	i	26	-5%	0.6%	8%
COc1ccc(C(=O)NC(=S)Nc2ccc(S(=O)(=O)Nc3cc(OC)nc(OC)n3)cc2)cc1	0.3%	14	60	-0.1%	7%	16%	i	15	-4%	13%	6%
Cc1ccccc1-c1cc(C(=O)n2cccn2)c2cc(Cl)ccc2n1	4.8%	-0.2	60	0.3%	6%	5%	i	49	-10%	12%	14%
CC(=O)c1cccc(N(C(=O)Cn2nnc3ccccc32)C(C(=O)NCc2ccccc2)c2ccccn2)c1 (stereo not given)	3.5%	-1.0	51	-0.9%	-7%	16%	i	10	8%	0.5%	4%
COC(=O)CCC(=O)OC1(C)C(=O)C=C2C=C(C3CC3)N(CCCOC(C)C)C=C2C1=O (stereo not given)	-0.2%	1.9	89	-0.3%	7%	10%	i	31	1%	-0.1%	2%
O=C(NNS(=O)(=O)c1ccc(CCCl)cc1)C(O)(c1ccccc1)c1ccccc1	2.3%[50 µM]	1.7	31	-0.3%	2%	-18%	i	4	28%	0.7%	1%
COc1ccccc1OCc1ccc(C(=O)N(C)c2ccccc2)o1	-0.3%	-2.0	43	-1.3%	-9%	12%	i	56	-2%	3.8%	4%
Cc1cc(NC(=O)CCN2C(=O)C3C4CCC(C4)C3C2=O)cc(C)c1Br (stereo not given)	-0.1%	3.4	35	0.2%	2%	22%	i	12	-7%	3.0%	14%
O=C(NCCc1nnc2ccc(NCc3cccnc3)nn12)c1ccccc1F	0.0%	0.3	60	-0.1%	-11%	9%	i	41	-5%	4.3%	8%
Cc1cccc(CCNC(=O)c2cccc(NC3=NC4CS(=O)(=O)CC4S3)c2)c1 (stereo not given)	0.0%	-0.7	68	0.7%	-2%	1%	i	27	x	1.4%	5%
COCc1ccc(C(=O)N2CCCC(C(=O)c3ccc(Cl)cc3C)C2)o1 (stereo not given)	0.2%	1.0	67	0.3%	-12%	7%	i	57	-8%	1.5%	4%
Cc1ccc(CN=C(N)Nc2nc(C)cc(C)n2)cc1	0.2%	0.7	64	-1.5%	-2%	7%	i	46	13%	-2.5%	11%
CNc1ccccc1	1.4%	3.7	61	x	-4%	x	i	26	x	1.3%	3%
CC(C)C1CC(O)(C2(O)CCCCC2)ON1 (stereo not given)	2.4%	1.3	59	0.1%	-10%	-1%	i	45	-6%	1.1%	6%
Cc1oc(-c2ccc(Cl)cc2)nc1CN1CCC(C(=O)NCCCN2CCCC2=O)CC1	3.7%	-3.3	46	-0.4%	-2%	-2%	i	63	6%	-0.9%	1%
Cc1cccc(C(=O)OCC(=O)c2c(N)n(CC(C)C)c(=O)n(C)c2=O)c1[N+](=O)[O-]	1.4%[50 µM]	6.4	62	x	-6%	11%	i	26	0%	5.6%	1%
O=C(NC1CCN(Cc2ccccc2)CC1)c1ccccc1F	0.8%	0.2	56	-0.7%	6%	9%	i	29	12%	1.4%	-1%
C=C(C)Cn1c(=O)c2c(nc3n2CCCN3Cc2ccccc2)n(C)c1=O	0.1%	-0.2	62	0.0%	-3%	10%	i	30	-4%	1.6%	12%
O=C(Cn1nc(-c2ccccc2)nc1-c1ccccc1)N1CCOCC1	-0.8%	-0.3	79	0.2%	-1%	-1%	i	5	1%	0.5%	-2%
NC(=O)C1CCN(C(=O)c2cc3ccccn3n2)CC1	0.4%	2.4	81	-0.1%	0%	7%	i	16	5%	3.0%	17%
CCOC(=O)COc1cccc2c(=O)n(CC(=O)NCc3ccccc3)ccc12	0.2%	3.5	65	0.8%	-1%	8%	i	25	-1%	-0.1%	12%
Cc1noc(NS(=O)(=O)c2ccc(NC(=O)CC(C)C)cc2)c1C	-0.1%	0.3	40	-0.1%	7%	7%	i	22	-4%	1.7%	0%
COc1ccc(-c2ccc(S(=O)(=O)N3CCCC3)cc2)cc1	0.1%	0.5	39	-0.5%	-2%	7%	i	49	8%	u	1%
COc1ccc2[nH]c(C)c(C(=O)CN3CCN(C(=O)c4ccco4)CC3)c2c1	-1.1%	-2.4	59	-0.1%	-5%	6%	i	58	-6%	-0.1%	8%
Cc1ccc(S(=O)(=O)N2CCCCC2)cc1NC(=O)COC(=O)Cc1c(F)cccc1Cl	5.0%	1.8	43	0.0%	-7%	3%	i	46	-12%	0.9%	7%
Cc1sc2nc(-c3ccc(Br)cc3)oc(=O)c2c1C	0.2%	0.3	66	1.0%	6%	12%	i	51	-3%	6.7%	10%
COc1ccc(C(=O)Cc2cc(OC)c(OC)cc2C(=O)c2ccccc2F)cc1OC	0.0%	-0.3	25	-1.1%	5%	12%	i	52	6%	0.1%	2%
Oc1ccc(C[C@H]2CNCCN2CCc2cccc3ccccc23)cc1	7.8%	-0.7	99	x	6%	25%	i	38	10%	-2.6%	6%
O=CN1CCCN(Cc2nc(Cc3ccccc3F)no2)CC1	0.1%	-1.6	75	1.3%	-4%	8%	i	57	-2%	1.0%	5%
Cc1ccc(N2C(=O)CSC2c2c(F)cccc2Cl)cc1 (stereo not given)	0.3%	2.5	93	-0.8%	1%	0%	i	32	-7%	0.5%	-5%
O=C1CSC(c2cn(-c3ccccc3)nc2-c2cc3ccccc3oc2=O)N1Cc1cccnc1 (stereo not given)	0.9%	0.7	36	0.9%	-7%	6%	i	13	9%	0.1%	-1%
CCC(C)(C)C(=O)O	-1.1%	-1.7	66	x	0%	x	i	15	x	0.7%	3%
Cc1cc(C)c(C)c(OCCN2CC(C)OC(C)C2)c1 (stereo not given)	0.5%	2.2	47	-0.6%	x	9%	i	36	-10%	0.5%	27%
O=C(NCc1ccc(Cl)cc1)c1ccc(-n2cccn2)nc1	0.6%	-0.7	44	-0.2%	-8%	1%	i	61	5%	0.5%	7%
COc1c(Cl)cc(C(=O)Nc2ccccc2-c2ccccc2)cc1Cl	0.5%	4.9	46	x	1%	8%	i	25	11%	u	3%
Cc1nc2sc3c(c2c2nnc(SCC(=O)NCc4ccco4)n12)CCCC3	-0.5%	6.9	38	0.0%	3%	7%	i	12	-5%	7.4%	15%
O=C1c2ccsc2SCCN1Cc1cccc(Cl)c1	-0.1%	0.8	68	0.1%	-5%	2%	i	34	6%	4.2%	0%
Cc1cccc(C(=O)Nc2ccn(C)n2)c1	1.5%[50 µM]	1.0	71	x	-2%	x	x	x	x	x	3%
COc1cccc(CSc2nnc(-c3ccc(F)cc3)o2)c1	-0.1%	2.2	59	-0.1%	-2%	3%	i	31	-8%	3.6%	15%
O=C(NCCCc1ccccc1)c1ccc(F)cc1	-0.2%	1.9	55	-0.8%	-10%	26%	i	56	3%	0.0%	-3%
Cc1nn(-c2ccccc2)c(C)c1C(=O)OCC(=O)c1c(N)n(CC(C)C)c(=O)n(C)c1=O	0.4%	8.2	99	0.2%	-1%	11%	i	8	5%	11%	2%
CN(C)c1ccc(CNc2nc3ccccc3s2)cc1	x	0.3	62	-0.5%	x	11%	i	58	-4%	1.3%	x
CCN1C(=O)[C@H]2[C@@H](c3ccc(C)cc3)N3C(=O)N(c4ccccc4)C(=O)[C@@]3(Cc3ccccc3)[C@H]2C1=O	0.9%	5.9	81	-0.8%	-6%	9%	i	54	1%	1.8%	2%

Screening results (PubChem)
